LGR2 inh: blocks bursicon-induced cAMP signaling via Drosophila LGR2; HEK293 LGR2, CRE-luciferase, bursicon-stimulated, 4 h; inhibition, % at 9.99 µM; 380,000 tested, 0.35% active; AID 720647;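 active = drop in luminescence signal, shown as inhibition above about 50% in the replicate tests, limit read from the data, passing the limit was not always enough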;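 note: agonist challenge used bursicon conditioned medium at about half maximal strength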
C2C12 statin: suppressors of simvastatin-induced myotoxicity in C2C12 myotubes | AID 602340 | rescue of ATP level, % at 7.49 µM | 330,000 tested, 0.78% active | ATP luminescence, 48 h; scaled: DMSO 0, geranylgeraniol control 100;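 active = mean ATP rescue above about 67%, or every replicate alone reaching that limit, limit read from the data, passing the limit was not always enough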;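 note: myotubes were challenged with 10 µM simvastatin during compound exposure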
Xi reactivation: reactivates the inactive X chromosome in mouse fibroblasts | XiGFP mouse fibroblasts, % GFP-positive cells imaging, 3 d; cells co-treated with 5-aza-dC sensitizer; scaled so ellipticine positive control = 100% | activation, % at 7.58 µM | 360,000 tested, 0.055% active | AID 743238;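 active = mean normalized replicate activation at least 10% and every replicate at or above 10%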;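 note: 0% = median of on-plate neutral control wells and 100% = ellipticine 6 µM median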
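Assay system – SV40-immortalized XiGFP fibroblast cells, line 68-5-11 · Buffer or medium – DMEM supplemented with 5-aza-dC as sensitizing agent · Dosing – one concentration, pinned · Benchmarks – positive control ellipticine, 6 µM final · Times – 3 days compound exposure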
PGC1a acetyl inh: PGC1a acetylation modulation, inhibitor mode | U2OS PGC1a acetylation, AlphaScreen anti-acetyl-lysine; with virally co-expressed GCN5 acetyltransferase | inhibition, % at 15.6 µM | 350,000 tested, 0.17% active | AID 651687;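 active = every replicate shows inhibition of at least 40%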;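 note: 0% = neutral control wells and 100% = positive control wells; some results beyond the cut were filed as inactive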
SIRT5 inh: blocks human SIRT5 desuccinylation of peptide. Q9NXA8. Purified SirT5, succinyl-peptide AMC, trypsin-coupled fluorescence. inhibition, % at 15 µM. 330,000 tested, 1.1% active. AID 652115; in the data active = inhibition above about 15%
ERAP1 inh: inhibitors of human ERAP1 aminopeptidase | Q9NZ08 | recombinant ERAP1, Leu-AMC fluorescence, 60 min | inhibition, % at 10.7 µM | 340,000 tested, 0.15% active | AID 652197;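 active = mean replicate inhibition of at least 30%, or all replicates individually reaching that 30% level; inactive = mean below 30% and not every replicate reaching it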;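 note: 0% = neutral control wells and 100% = L-leucinethiol positive control wells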
Target sequence (Q9NZ08 whole entry, looked up): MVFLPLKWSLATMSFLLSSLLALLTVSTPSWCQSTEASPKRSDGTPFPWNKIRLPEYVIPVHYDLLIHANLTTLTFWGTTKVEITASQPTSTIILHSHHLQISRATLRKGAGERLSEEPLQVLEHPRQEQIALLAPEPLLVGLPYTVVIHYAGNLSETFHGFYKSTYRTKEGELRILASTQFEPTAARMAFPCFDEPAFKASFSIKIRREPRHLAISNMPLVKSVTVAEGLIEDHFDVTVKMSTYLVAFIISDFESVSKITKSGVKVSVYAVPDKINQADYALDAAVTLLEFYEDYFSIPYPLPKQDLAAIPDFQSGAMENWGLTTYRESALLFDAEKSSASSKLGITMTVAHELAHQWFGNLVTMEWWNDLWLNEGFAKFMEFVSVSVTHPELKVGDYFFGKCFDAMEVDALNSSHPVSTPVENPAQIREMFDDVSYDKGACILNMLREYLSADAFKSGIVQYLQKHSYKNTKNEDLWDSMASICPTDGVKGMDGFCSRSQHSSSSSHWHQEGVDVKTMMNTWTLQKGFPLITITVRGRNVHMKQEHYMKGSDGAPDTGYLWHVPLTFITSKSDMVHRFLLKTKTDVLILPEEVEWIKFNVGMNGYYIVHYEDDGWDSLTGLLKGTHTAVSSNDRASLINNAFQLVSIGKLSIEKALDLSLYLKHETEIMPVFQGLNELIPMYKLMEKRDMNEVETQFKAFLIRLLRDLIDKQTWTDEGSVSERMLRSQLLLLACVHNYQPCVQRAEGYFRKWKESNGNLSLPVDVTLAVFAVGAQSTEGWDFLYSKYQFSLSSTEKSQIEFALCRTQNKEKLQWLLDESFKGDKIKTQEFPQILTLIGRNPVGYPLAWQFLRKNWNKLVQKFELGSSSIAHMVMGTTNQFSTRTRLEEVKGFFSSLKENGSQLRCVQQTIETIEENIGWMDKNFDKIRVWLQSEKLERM
S100A4 inh HTS: inhibitors of human S100A4 binding to myosin IIA peptide; S100A4/TAMRA-MyoIIA peptide fluorescence polarization; inhibition, % at 10.7 µM; 360,000 tested, 0.14% active;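 active = mean inhibition of at least 70% across replicates, with every replicate also reaching that level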
Target sequence (P26447 whole entry, looked up): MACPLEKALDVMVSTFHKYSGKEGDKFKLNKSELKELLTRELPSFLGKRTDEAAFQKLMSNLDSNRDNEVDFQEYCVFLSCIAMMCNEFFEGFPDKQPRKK
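Assay system: human S100A4 monomer with TAMRA-labelled myosin IIA peptide / Buffer or medium: Calcium-containing HEPES buffer, pH 7.2 / Reagent: TAMRA-labelled myosin IIA heavy-chain peptide probe, 5 nM / Compound: one dose per compound / Timing: polarization read 5 min after assay mix addition, stable 5–60 min / Benchmarks: neutral control DMSO, positive control TFP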
Cneo AK release: Cryptococcus neoformans lysis via adenylate kinase release. C. neoformans lysis, adenylate kinase release luminescence, 4 h; normalised: neutral wells 0, clomiphene wells 100. lysis activity, % at 15 µM. 360,000 tested, 0.2% active;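 active = mean lysis activity across replicates of at least 80%, whatever share of replicates individually reach that level; inactive = mean lysis activity below 80%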
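read-out = cell lysis signal | test system = log-phase Cryptococcus neoformans yeast cells | input = cells at 5 × 10^6 per mL | medium = fresh YPD growth medium | signal = luminescent adenylate kinase detection reagent | timing = 4 h at 37 °C static, read 1 h later | dosing = single dose | controls = Clomiphene as positive lysis control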
* marks the source's active call; other numbers are inactive results; nt = not tested or not shown; & = joins results of further samples. Only part of the results is shown (hit frequency here may not be typical).

SMILES | LGR2 inh | C2C12 statin | Xi reactivation | PGC1a acetyl inh | SIRT5 inh | ERAP1 inh | S100A4 inh HTS | Cneo AK release
COc1cccc(NC(=O)COC(=O)/C=C/c2ccco2)c1 | nt | 0 | 0.1 | nt | 8 | 0 | -6 | 2
CSc1ncccc1C(=O)N1CCCC(C(=O)c2cc(F)ccc2F)C1 (stereo not drawn) | 4 | 10 | 0.0 | -5 | 9 | 22 | -3 | nt
COc1ccccc1C(=O)NC(=O)CSc1nnnn1C | 0 | -4 | 0.0 | 3 | 0 | 1 | -8 | 0
COc1ccc(N2CCN(C(=O)CN3C(=O)NC4(CCCCCC4)C3=O)CC2)cc1 | 6 | -1 | 0.0 | nt | -1 | 1 | -30 | 1
C/C(=N/NC(=O)c1cccs1)c1cccs1 | nt | nt | 0.0 | 11 | -4 | 0 | 0 | -1
c1ccc(COc2ccccc2CNC23CC4CC(CC(C4)C2)C3)cc1 | 29 | nt | 0.0 | nt | 1 | -20 | 1 | nt
O=C(C[C@@H]1C=C[C@H](NS(=O)(=O)c2ccccc2)[C@H](CO)O1)NCc1ccccc1F | 4 | -1 | -0.2 | 4 | 0 | 0 | 1 | 53
C[C@@H]1CCCCO[C@@H](CN(C)C(=O)c2ccccc2)[C@H](C)CN([C@H](C)CO)C(=O)c2cc(NC(=O)CCCN(C)C)ccc2O1 | 17 | -3 | 9.6 | 6 | nt | nt | nt | nt
O=C(C[C@@H]1CC[C@H]2[C@@H](COC[C@H](O)CN2Cc2ccc(Oc3ccccc3)cc2)O1)N1CCOCC1 | -9 | 17 | 0.1 | 7 | 3 | 0 | 7 | -5
CCOC(=O)COc1cccc2c(=O)n(CC(=O)N3CCN(C(=O)OCC)CC3)ccc12 | 8 | 0 | -0.1 | -1 | -5 | 1 | 0 | 3
Cc1c(Cc2ccc3c(c2)OCO3)sc(NC(=O)C2CC2)c1C(N)=O | -6 | nt | -0.1 | -10 | 6 | 1 | -1 | -3
CNC[C@H]1Oc2cc(C#CCN(C)C)ccc2S(=O)(=O)N([C@@H](C)CO)C[C@H]1C | -4 | 4 | -0.7 | -8 | -6 | 0 | 3 | 4
Cc1ccc(CSCCNC(=O)CN(c2cc(C)ccc2C)S(C)(=O)=O)cc1 | -3 | 7 | 0.1 | 0 | -1 | -1 | -6 | nt
O=C(NCCC(=O)N1CCN(c2ccccc2F)CC1)c1ccco1 | 6 | -5 | 0.3 | nt | -2 | 2 | -6 | 0
CC(C)OC(=O)N(C)C[C@@H]1OCc2ccccc2-c2c(n(C)c3ccccc23)C(=O)N([C@@H](C)CO)C[C@H]1C | 17 | 13 | -0.2&0.0 | -14 | -2&0 | -9&2 | -1&8 | -2
S=C(NCc1ccccc1)NCc1ccccn1 | -2 | 16 | -0.1 | nt | -4 | 0 | -35 | 0
C[C@H](NC(=O)C[C@@H]1C=C[C@H](NC(=O)Nc2ccc3c(c2)OCO3)[C@@H](CO)O1)c1ccccc1 | 7 | -15 | -0.4 | -3 | -4 | 0 | -9 | 6
C[C@@H]1CN([C@@H](C)CO)C(=O)c2cc(NC(=O)Cc3ccccc3)ccc2O[C@@H](C)CCCCO[C@@H]1CN(C)Cc1ccc(C(F)(F)F)cc1 | 1 | 47 | 0.1 | -17 | 6 | -3 | -18 | 1
CN(CC(=O)Nc1ccccc1Cl)C1CCS(=O)(=O)C1 (stereo not drawn) | -5 | 3 | 0.3 | 4 | 1 | 0 | -2 | 1
CC(C)NC(=O)NCC[C@@H]1CC[C@H](NS(=O)(=O)c2ccccc2)[C@@H](CO)O1 | -4 | nt | 0.3 | 6 | 0 | -4 | 3 | nt
CS(=O)(=O)N1[C@H](CO)[C@H](c2ccccc2)[C@@H]1C#N | 4 | 17 | -0.1 | 12 | 2 | 1 | -13 | 0
CCC(CC)C(=O)N1CC(=O)Nc2ccc(F)cc2C1c1ccccc1 (stereo not drawn) | 3 | 2 | -0.1 | -6 | -2 | 0 | 3 | 0
CC(=O)N(C)C[C@@H]1Oc2cc(C#Cc3ccccc3)ccc2S(=O)(=O)N([C@H](C)CO)C[C@H]1C | 16 | -9 | -1.2 | -5 | 2 | 1 | -12 | -3
COCC(=O)N1C[C@@H]2[C@H](c3ccccc31)[C@H](CO)N2C(=O)C1CCCC1 | 3 | -10 | 0.3 | 13 | -1 | -1 | 9 | -4
Cc1ccc2oc(C(=O)NCc3ccccc3)cc(=O)c2c1 | -8 | -2 | 0.4 | -5 | -1 | -5 | 1 | 5

More compounds follow.
SMILES | LGR2 inh | C2C12 statin | Xi reactivation | PGC1a acetyl inh | SIRT5 inh | ERAP1 inh | S100A4 inh HTS | Cneo AK release
O=C1c2cccc(-c3ccc(C(F)(F)F)cc3)c2C2CC=CCN12 (stereo not drawn) | 5 | 4 | 0.0 | 4 | 1 | -3 | -3 | 0
COc1cc2oc(=O)cc(CN(Cc3ccccc3)Cc3ccccc3)c2cc1Cl | 9 | 26 | -0.1 | -17 | 1 | 5 | -5 | 4
O=C(OCC(=O)N1CCc2ccccc21)c1c2c(nc3ccccc13)CCCC2 | 7 | nt | 0.3 | nt | -3 | 2 | 3 | -2
COc1cccc(-c2sc3ccccc3c2-c2ccc(OCCN3CCCC3)cc2)c1 | -6 | -16 | 0.1 | nt | nt | nt | -10 | 6
O=C(O)COc1ccccc1/C=N/NC(=O)C(O)c1ccccc1 (stereo not drawn) | 8 | 0 | 0.2 | 3 | -3 | -2 | -1 | -2
COc1ccc(SC[C@H](C)CN2CC[C@H](NC(=O)OCc3ccccc3)CCC2=O)cc1 | nt | 14 | -0.1 | nt | -3 | -5 | 13 | 2
COc1ccc(C(=O)N2CCCC(O)C2)cc1OC1CCN(C(C)C)CC1 (stereo not drawn) | -8 | nt | -0.1 | 4 | 1 | 2 | 0 | 1
CC(NC(=O)Nc1ccc(Cl)cc1)c1ccc2c(c1)OCO2 (stereo not drawn) | 1 | 23 | 0.2 | 0 | -3 | -1 | 1 | 3
CN1CCCN=C1/C=C/c1cccs1 | 10 | 1 | 1.2 | nt | -2 | 2 | 0 | 2
O=c1c2ccccc2c(/C=N/c2nnc(Cc3ccccc3)s2)c(O)n1-c1ccc(Cl)cn1 | 8 | nt | 0.4 | nt | 2 | 0 | -7 | nt
CC1=NNC(=O)C1C(c1cccc(O)c1)C(C#N)C#N (stereo not drawn) | 2 | -1 | 0.2 | 16 | 3 | nt | -6 | nt
O=C(c1cc(-c2ccc(Cl)cc2Cl)on1)N1CCCCCC1 | -34 | -34 | 0.1 | -10 | -1 | -2 | -4 | -6
Cc1ccc(NC(=O)Cc2nnc(SCC(=O)Nc3ccc(N4CCOCC4)cc3)n2C)cc1 | -21 | -2 | 0.1 | nt | 1 | 2 | 8 | -10
COc1ccc2c3c([nH]c2c1)[C@H](CO)N(C(=O)C1CCOCC1)CC31CCN(S(C)(=O)=O)CC1 | 2 | nt | 0.0 | -8 | nt | -5 | -8 | nt
CCc1nc2c(OCC(=O)C(C)(C)C)cccn2c1N(C)C(=O)C1CC1 | 8 | 10 | 3.0 | 12 | -2 | 3 | 14 | -1
COc1ccc(Br)cc1CN(C)C(=O)C1=CC=CN2CCS(=O)(=O)N=C12 | 40 | -13 | 0.1 | 4 | -3 | -3 | 10 | 3
Cc1oc(C(C)(C)C)cc1C(=O)NC(Cc1ccccc1)C(=O)O (stereo not drawn) | -15 | nt | 0.5 | nt | 2 | 4 | 3 | nt
C=CCn1c(-c2cccc(S(=O)(=O)N3CCOCC3)c2)n[nH]c1=S | -2 | -2 | 0.0 | nt | 0 | 7 | -1 | 2
C[C@H]1[C@H](c2ccccc2)Oc2cc(Br)ccc2S(=O)(=O)N1Cc1ccc(Cl)cc1 | -16 | nt | -0.1 | nt | -1 | -1 | -2 | nt
CCn1nc(C)cc1C(=O)NC1CC(C)(C)Cc2c1cnn2-c1cccc(F)c1 (stereo not drawn) | -8 | -6 | 0.3 | nt | 1 | -3 | -5 | -4
CO[C@@H]1CN(C)C(=O)c2cc(NC(=O)Nc3ccccc3)ccc2OC[C@@H](C)N(C(=O)Nc2c(C)noc2C)C[C@@H]1C | -4 | -11 | 0.5 | -4 | -10 | 0 | -5 | -10
O=C(O)c1ccccc1CSc1nc2ccccc2n1Cc1ccccc1C(=O)O | 5 | nt | 7.0 | 1 | -1 | 5 | -5 | nt
COC1CCN(C(=O)CC2C(=O)NCCN2CC(C)(C)C)CC1 (stereo not drawn) | 18 | nt | 0.0 | nt | -3 | 4 | 2 | nt
COc1ccc(NC(=O)N2CCCCN3[C@H](CO)[C@@H](c4ccc(C#CCC(C)C)cc4)[C@H]3C2)cc1 | 14 | -82 | 0.0 | -6 | 3 | nt | 37 | 0
CCOC(=O)Cc1csc(NC(=O)C(CC(C)C)NC(=O)C2CCCCC2)n1 (stereo not drawn) | -22 | -8 | 0.0 | -5 | -1 | nt | -8 | -1
COCC(C)n1c(SCC(=O)Nc2c(C)n(C)n(-c3ccccc3)c2=O)nc2ccccc2c1=O (stereo not drawn) | 9 | -5 | -0.1 | nt | -3 | -9 | -10 | -3
CO[C@@H]1CN(C)C(=O)c2ccc(NC(=O)Cc3ccccc3)cc2OC[C@H](C)N(C)C[C@@H]1C | -6 | -5 | 0.4 | 1 | -1 | 2 | -4 | -9

Single records, from the list above. Order of screens: LGR2 inh | C2C12 statin | Xi reactivation | PGC1a acetyl inh | SIRT5 inh | ERAP1 inh | S100A4 inh HTS | Cneo AK release
Cc1oc(C(C)(C)C)cc1C(=O)NC(Cc1ccccc1)C(=O)O (stereo not drawn) is listed with -15 | nt | 0.5 | nt | 2 | 4 | 3 | nt
COc1ccc(NC(=O)N2CCCCN3[C@H](CO)[C@@H](c4ccc(C#CCC(C)C)cc4)[C@H]3C2)cc1 is listed with 14 | -82 | 0.0 | -6 | 3 | nt | 37 | 0
CCc1nc2c(OCC(=O)C(C)(C)C)cccn2c1N(C)C(=O)C1CC1 is listed with 8 | 10 | 3.0 | 12 | -2 | 3 | 14 | -1
C=CCn1c(-c2cccc(S(=O)(=O)N3CCOCC3)c2)n[nH]c1=S is listed with -2 | -2 | 0.0 | nt | 0 | 7 | -1 | 2
CC(NC(=O)Nc1ccc(Cl)cc1)c1ccc2c(c1)OCO2 (stereo not drawn) is listed with 1 | 23 | 0.2 | 0 | -3 | -1 | 1 | 3

Screening results from PubChem BioAssay.
